RXFP1 antag: qHTS Assay for Antagonists of the Relaxin Receptor RXFP1 | activity change, negative = inhibition, % at 57.5 µM | AID 1259400, 2018 | 350,000 compounds, 0.59% hits | HEK293-RXFP1, relaxin-stimulated cAMP HTRF, 30 min; hits give low values;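 active = activity change of -60% or lower, but not beyond a set lower limit; inconclusive = change between -60% and -40%, or beyond the set limit; inactive = change above -40%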; also: % is scaled to controls: 0 for no effect and ±100 for the full control effect
D1 PAM: Potentiators of Human D1 Dopamine Receptor: qHTS. D(1A) dopamine receptor (Homo sapiens), P21728. HEK293 TREx D1 cells, calcium flux, dopamine EC20 potentiation. potentiation, % at 10 µM. 360,000 compounds, 0.036% hits. AID 504651, 2011; in the data active = potentiation above about 30%; also: 0% is about no effect
Target sequence (P21728 whole entry, looked up): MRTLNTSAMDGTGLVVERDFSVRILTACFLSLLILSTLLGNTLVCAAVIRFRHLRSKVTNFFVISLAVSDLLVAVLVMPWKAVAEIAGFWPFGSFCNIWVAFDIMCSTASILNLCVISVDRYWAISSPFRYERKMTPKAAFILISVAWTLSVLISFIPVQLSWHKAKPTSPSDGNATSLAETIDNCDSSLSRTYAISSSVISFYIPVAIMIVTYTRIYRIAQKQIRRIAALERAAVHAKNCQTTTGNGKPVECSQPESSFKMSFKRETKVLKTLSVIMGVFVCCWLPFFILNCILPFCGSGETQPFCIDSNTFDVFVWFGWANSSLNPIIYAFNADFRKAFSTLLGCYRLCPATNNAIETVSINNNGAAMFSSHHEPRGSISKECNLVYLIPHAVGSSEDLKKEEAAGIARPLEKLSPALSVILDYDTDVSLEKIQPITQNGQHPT
TRHR PAM: qHTS for Small Molecule Agonists and Allosteric Enhancers of Human TRH Receptor: Primary Screen for Enhancers. enhancement, % at 2 µM. TRHR cells, fluo-8 calcium fluorescence, EC20 TRH enhancement. AID 493056, 2011. 360,000 compounds, 0.66% hits; in the data active = enhancement above about 30%; also: 0% is about no effect
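Enhancer read-out: after compound pinning and an initial kinetic agonist-mode read, an EC20 of TRH (10 nM final) was injected and fluo-8 calcium signal (Ex 480/Em 530) followed at 1 s/cycle for 100 cycles in TRHR-expressing cells.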
D2 ag: HTS Assay for Allosteric Agonists of the Human D2 Dopamine Receptor: Primary Screen for Agonists | activation, % at 2 µM | 340,000 compounds, 0.53% hits | HEK293 T-REx D2 cells, calcium flux agonist mode | D(2) dopamine receptor (Homo sapiens), P14416;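 active = activation over 3 SD above normal in the single-dose calcium agonist read, cut at about 30% in these data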; also: 0% is about no effect
Target sequence (P14416 whole entry, looked up): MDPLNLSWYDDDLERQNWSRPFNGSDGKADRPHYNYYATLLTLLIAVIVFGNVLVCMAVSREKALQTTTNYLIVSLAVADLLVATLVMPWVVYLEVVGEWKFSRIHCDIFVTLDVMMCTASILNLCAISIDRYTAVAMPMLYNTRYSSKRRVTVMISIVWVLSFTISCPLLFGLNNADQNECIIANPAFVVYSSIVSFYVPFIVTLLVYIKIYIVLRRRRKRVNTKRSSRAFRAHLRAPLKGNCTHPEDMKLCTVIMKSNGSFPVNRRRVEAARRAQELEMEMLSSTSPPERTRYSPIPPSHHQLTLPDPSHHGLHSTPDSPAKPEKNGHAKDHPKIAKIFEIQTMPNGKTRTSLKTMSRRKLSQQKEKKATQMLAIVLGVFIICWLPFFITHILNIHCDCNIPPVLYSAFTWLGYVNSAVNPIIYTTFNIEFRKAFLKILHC
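Agonism scored from kinetic calcium signal (1 read/sec, 180 s) following compound pin transfer, after a 10 s baseline. Cells: HEK293 Trex line expressing inducible D2 receptor coupled to calcium, dye-loaded after overnight culture at 30 C.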
RXFP1 agonist: qHTS Assay for Agonists of the Relaxin Receptor RXFP1; HEK293T-RXFP1 cAMP TR-FRET, 30 min; response scale: percent of porcine relaxin response, buffer zero; Potency, µM (highest dose often 57.5 µM), without a hit: at the highest dose activation, most hits filed as activators; 370,000 compounds, 0.3% hits; active = well fitted activation curve with a large enough effect; inconclusive = small, poorly fitted or top-dose-only effect; also: potency is read from the fitted curve at half-maximal effect; % is scaled to controls: 0 for no effect and ±100 for the full control effect; nearly all actives have a fitted effect of over 60% in size; many of its hits are not listed in these tables
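cAMP rise read by TR-FRET after 30 min, 37C compound exposure (up to 58 uM) in RXFP1-transfected HEK293 cells with Ro 20174 present. EC50 from Hill-equation fits, with 29 nM porcine relaxin as 100% and buffer as basal.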
D2 PAM: HTS Assay for Positive Allosteric Modulators of the Human D2 Dopamine Receptor: Primary Screen for Potentiators. D(2) dopamine receptor (Homo sapiens), P14416. HEK293 T-REx D2, calcium flux, EC20 dopamine potentiation. potentiation, % at 10 µM. 340,000 compounds, 0.34% hits;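 active = potentiation over 3 SD above the plate norm, cut at about 30% in these data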; also: 0% is about no effect
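Tetracycline-induced Hek293 Trex D2 cells, force-coupled to calcium, loaded with no-wash calcium dye. Compound added with 180 s kinetic read for agonism, then EC20 dopamine and a further 180 s read for potentiation.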
D1 antag: Antagonist of Human D 1 Dopamine Receptor: qHTS; AID 504652, 2011; D(1A) dopamine receptor (Homo sapiens), P21728; 360,000 compounds, 3.2% hits; activity change, negative = inhibition, % at 10 µM; HEK293 TREx D1 cells, calcium flux, dopamine EC80; hits give low values; in the data active = activity change below about -30%; also: % is scaled to controls: 0 for no effect and ±100 for the full control effect
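Tetracycline-induced HEK293 T-REx cells with force-coupled D1 receptor were loaded with a no-wash calcium dye. Compound was added after a 10 s baseline and read kinetically for 180 s; EC80 dopamine was then added and calcium flux followed another 180 s.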
D1 agonist: Allosteric Agonists of the Human D1 Dopamine Receptor: qHTS | activation, % at 2 µM | HEK293 T-REx D1 cells, calcium flux, agonist mode | 360,000 compounds, 1% hits; in the data active = activation above about 30%; also: 0% is about no effect
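Agonism was scored from calcium flux recorded over 180 s (1 read/s) after pintool compound addition, following a 10-cycle baseline. Cells were inducible force-coupled HEK293 TREx D1, plated overnight at 30 C and loaded with no-wash calcium dye.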
D2 antag: HTS Assay for Allosteric Antagonists of the Human D2 Dopamine Receptor: Primary Screen for Antagonists | 340,000 compounds, 2% hits | inhibition, % at 10 µM | HEK293 TREx D2 cells, calcium flux, dopamine EC80 | D(2) dopamine receptor (Homo sapiens), P14416; in the data active = inhibition above about 30%; also: 0% is about no effect
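Compounds are added to dye-loaded, induced HEK293 T-REx cells coupled to calcium release via D2; after a 3 min kinetic read an EC80 dopamine stimulus is given and fluorescence is recorded for 3 more min.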
* marks the source's active call; other numbers are inactive results; u = inconclusive; x = not tested or not shown. These rows are one share of the data; rates above refer to the full screens.

The first 2 compounds, to show the layout:
The line under a structure holds: RXFP1 antag	D1 PAM	TRHR PAM	D2 ag	RXFP1 agonist	D2 PAM	D1 antag	D1 agonist	D2 antag
- O=[N+]([O-])c1cccc(CN(CCO)Cc2ccccc2)c1
→ 14	-6	-2	0.2	0.1%	7	-4	3	-13
- COc1cc(/C=N/n2nnnc2N)ccc1OCc1c(C)no[n+]1[O-]
→ 12	-3	-2	0.3	2.3%	-6	-20	3	-6

Results, repeating the preview:
The line under a structure holds: RXFP1 antag	D1 PAM	TRHR PAM	D2 ag	RXFP1 agonist	D2 PAM	D1 antag	D1 agonist	D2 antag
- O=[N+]([O-])c1cccc(CN(CCO)Cc2ccccc2)c1
→ 14	-6	-2	0.2	0.1%	7	-4	3	-13
- COc1cc(/C=N/n2nnnc2N)ccc1OCc1c(C)no[n+]1[O-]
→ 12	-3	-2	0.3	2.3%	-6	-20	3	-6
- Cc1ccnc(NC(=O)CCC(=O)N(CC(=O)NCCc2ccccc2)c2ccccc2F)c1
→ 6	-3	6	-0.7	0.0%	15	-1	1	13
- O=C(COc1ccc(Cl)cc1Cl)OCn1nnc2ccccc2c1=O
→ 3	-7	-2	-0.6	0.1%	14	-21	0	22
- COc1ccc(OC)c(NC(=O)NNC(=O)COc2ccc(F)cc2F)c1
→ 2	-3	0	-1.3	-0.9%	-12	-7	1	19
- COc1ccc(C2=NN(C(C)=O)C(c3cccs3)C2)cc1OC (configuration not stated)
→ 2	1	-2	-0.1	-2.3%	20	20	1	-29
- O=C(COC(=O)c1cc(-c2ccccc2)nc2ccccc12)Nc1ccc2c(c1)OCO2
→ -5	-3	-4	0.3	1.3%	-5	-42*	2	2
- CCS(=O)(=O)N1CCC(C(=O)NC2CCCCCCC2)CC1
→ -2	-4	2	0.5	0.1%	-5	-1	2	-12
- O=C(NCc1ccncc1)Nc1ccccc1F
→ 3	2	-3	7.8	2.4%	-5	9	3	6
- NC(=S)NCc1cccnc1
→ -2	-3	5	x	-1.2%	x	-8	1	x
- O=C(NCCn1cccn1)c1ccc(OC2CCN(C(=O)C3CC3)CC2)cc1
→ 6	-2	6	0.3	0.1%	6	-4	3	-4
- Clc1ccc(C(c2ccccc2)N2CCN(c3ccccn3)CC2)cc1 (configuration not stated)
→ -27	2	22	0.6	0.9%	-15	-3	3	-30
- Cc1ccc(-n2nc(C)c3c(C)c(CCC(=O)NCCCOC(C)C)c(C)nc32)cc1
→ 2	-6	1	x	0.2%	-2	-13	1	4
- COc1ccc(S(=O)(=O)N2CCN(CC(=O)Nc3cc(Cl)ccc3Cl)CC2)cc1
→ -7	3	8	-0.1	-0.6%	-2	2	4	10
- CC(=O)Nc1ccc(SCC(=O)Nc2ccccc2-c2ccccc2)cc1
→ x	-6	-6	-1.1	-0.3%	14	-19	13	-15
- COc1cccc(C2C(C(N)=O)=C(C)Nc3ncnn32)c1 (configuration not stated)
→ x	-2	6	0.9	0.0%	-8	-25	3	x
- COc1ccc(C(=O)Nc2nnc(S(=O)(=O)Cc3ccc(F)cc3)s2)cc1
→ 0	-6	3	1.3	19%	-3	-2	6	-1
- O=C(NCCc1ccccc1F)C1CCCN1S(=O)(=O)c1ccccc1 (configuration not stated)
→ 18	-6	5	-0.5	0.3%	7	15	3	0
- Cc1ccc2nc(SCC(=O)Nc3cccnc3Cl)[nH]c2c1
→ -13	x	9	-0.7	3.9%	2	-22	5	-7
- COc1ccccc1/C=C/C(=O)NC(=S)NCC1CCCO1 (configuration not stated)
→ 11	4	2	x	1.9%	0	2	1	x
- Cc1cccc(NC2=C(Cl)C(=O)OC2NC(=O)c2ccccc2)c1 (configuration not stated)
→ 13	-2	4	x	-0.7%	x	7	-2	x
- COc1cccc(NC(=O)CCCNC(=O)Cn2cnc3sc(C)c(C)c3c2=O)c1
→ 4	3	-8	-0.3	3.8%	1	-9	2	0
- Cc1cc(N2CCOCC2)ccc1/C=C1\NC(=O)N(Cc2ccccc2)C1=O
→ -2	-3	-3	4.5	-1.1%	-3	-1	12	11
- Cc1c(C(=O)N(Cc2ccccc2)C(C)C)oc2ccc(S(=O)(=O)N3CCOCC3)cc12
→ -8	-6	-7	-0.1	-1.6%	25	-7	2	-18
- Cc1cccc(C(=O)NNC(=O)CSc2nnc(C(C)C)n2C)c1
→ -4	1	-9	0.2	-0.5%	-3	4	1	42*
- CCOc1ccccc1C(=O)NCC(=O)NC(C)c1ccc(-n2ccnc2)cc1 (configuration not stated)
→ 6	-3	3	0.6	1.1%	-1	-11	1	11
- Cc1c(NC(NC(=O)CC(C)C)C(Cl)(Cl)Cl)c(=O)n(-c2ccccc2)n1C (configuration not stated)
→ -2	-2	-2	x	-0.6%	-2	-5	1	x
- COc1ccc(S(=O)(=O)N(C)CC(=O)NCCN2CCOCC2)cc1Cl
→ 16	-1	-1	0.2	1.0%	x	8	3	-2
- CSc1nc2ccccc2nc1N(C)S(=O)(=O)c1ccc(C)cc1
→ 0	-15	7	-4.0	18%	5	-2	5	-3
- Cc1cc(C)cc(OCC(=O)Nc2nc(-c3ccc(F)cc3)ns2)c1
→ -17	1	-2	1.7	16%	x	-4	4	x
- O=C(CNC(=O)c1ccc(Cl)cc1)OCc1cc(=O)n2ccsc2n1
→ x	2	3	0.3	u	-12	0	2	x
- CCCn1c(N2CCN(C(=O)N3CCCCC3)CC2)nc2ccccc21
→ 7	1	-4	x	2.8%	x	13	0	x
- CSCCC(NC(=O)c1ccc(Br)cc1)C(=O)O (configuration not stated)
→ 7	-3	-4	-0.3	-0.8%	0	6	2	-2
- CCS(=O)(=O)Nc1ccc(C2=NN(C(=O)c3ccco3)C(c3ccco3)C2)cc1 (configuration not stated)
→ -24	2	-6	0.3	-0.4%	2	-8	4	8
- COc1ccc(-c2nc(CS(=O)(=O)CC(=O)NCc3cccc(OC)c3OC)c(C)o2)cc1
→ 3	-6	-1	0.2	4.3%	16	1	1	-19
- COc1ccc(OC)c(NC(=O)CN(C)CC(=O)Nc2ccccc2Br)c1
→ 21	-3	-2	1.4	-0.8%	3	-8	0	-32
- O=S(=O)(O)c1nc2ccccc2n1Cc1cccc2ccccc12
→ x	4	1	0.0	-2.5%	14	-11	1	-7
- COC(=O)CCN(C(=O)C12CC3CC(CC(C3)C1)C2)c1ccccn1
→ -5	0	-8	69*	0.6%	-19	2	0	33*
- COc1ccccc1CNC(=O)c1cc2c(s1)-c1ccc(Cl)cc1SC2
→ -9	-4	-1	x	0.2%	2	-13	1	x
- O=C(NCc1ccco1)/C(=C\c1cccnc1)NC(=O)c1ccccc1F
→ x	-1	2	-0.2	-5.6%	6	-5	5	2
- COc1ccc(-c2csc(NCc3ccco3)n2)cc1
→ -9	2	-1	-0.3	2.8%	8	-10	1	-10
- COc1c(Cl)cc(Cl)cc1/C=C/C(=O)c1ccc(NC(=O)c2cccs2)cc1
→ x	-9	-6	0.5	0.2%	-9	-10	4	-1
- CCOc1ccc(/C=C2\SC(=S)N(CCC(=O)O)C2=O)cc1
→ 9	-6	-2	-0.9	1.7%	-9	11	9	-7
- CC(=O)OCCCn1c(C)[n+](C)c2cc(Cl)c(Cl)cc21
→ 10	0	-5	3.5	3.1%	-5	-15	3	8
- CCOC(=O)Cn1c(CN2CCOCC2)nc2c1c(=O)n(C)c(=O)n2C
→ -3	-4	0	-1.1	-0.9%	21	-2	2	-14
- CCN1CC(CN(C)Cc2nc(-c3ccco3)oc2C)CC1=O (configuration not stated)
→ -6	4	4	1.4	-0.9%	3	5	1	-15
- COc1ccccc1C(=O)Nc1ccc(OCC(=O)N2CCCCC2)cc1
→ -5	-7	-2	0.4	2.2%	4	-14	4	-22
- Cc1ccc(NC(=O)Cn2c(=O)n(CC(=O)NCCc3ccccc3)c(=O)c3ccccc32)cc1C
→ x	0	-5	x	-2.5%	-2	-4	3	x
- COCCN(CC1CCCN(C2Cc3ccccc3C2)C1)C(=O)c1cccc(C)c1 (configuration not stated)
→ 5	-4	-1	0.4	0.2%	10	1	-1	-32
- N#Cc1cn(CC(=O)O)c2ccccc12
→ 5	11	19	0.2	-0.9%	12	0	-1	-37
- Cc1nc2nc(CNC(=O)OC(C)(C)C)nn2c(C)c1CCC(=O)NCc1ccc(F)cc1
→ -8	4	-3	-0.3	0.3%	-2	-2	2	x
- Cc1csc(NC(=O)CSC2=NS(=O)(=O)c3cc(F)ccc3N2)n1
→ 0	-5	21	x	-1.3%	x	20	0	x
- COc1ccc(C(=O)NCCc2cccc(Cl)c2)cc1OC1CCN(C(C)=O)CC1
→ 3	-4	-5	1.6	0.4%	17	0	0	-9

An excerpt from above in order of count of non-hydrogen atoms, ascending.
The line under a structure holds: RXFP1 antag	D1 PAM	TRHR PAM	D2 ag	RXFP1 agonist	D2 PAM	D1 antag	D1 agonist	D2 antag
- CCN1CC(CN(C)Cc2nc(-c3ccco3)oc2C)CC1=O (configuration not stated)
→ -6	4	4	1.4	-0.9%	3	5	1	-15
- O=C(CNC(=O)c1ccc(Cl)cc1)OCc1cc(=O)n2ccsc2n1
→ x	2	3	0.3	u	-12	0	2	x
- CCOC(=O)Cn1c(CN2CCOCC2)nc2c1c(=O)n(C)c(=O)n2C
→ -3	-4	0	-1.1	-0.9%	21	-2	2	-14

Screening results (PubChem)
